# Nrf2 inh = inhibitors of Nrf2 signaling. 2.1% of 360,000 active. Potency, µM (highest dose often 46 µM), for the others: at the top dose activity change, negative = inhibition, usual class: inhibitors. A549 ARE-Fluc reporter, luciferase luminescence, 18-24 h; further: on the % scale 0 is the no-effect control and ±100 the full control effect; nearly all actives have a fitted effect of over 60% in size
#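 Two sequential reads on A549 ARE_Fluc cells exposed to compound for 18-24 h: a CellTiter-Fluor fluorescence read for viability, then a luciferase luminescence read for Nrf2/ARE activity.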
# HepG2 tox = counter-screen for TGF-b inhibitors: cytotoxicity in HepG2 cells. HepG2 CAGA-GFP viability, ATP luminescence, 18 h. Potency, µM (titrated, usually from 46.1 µM), inactives show top-dose activity change, negative = cytotoxicity, actives largely listed as cytotoxic. 0.76% of 410,000 active; further: some results filed as inactive show a strong effect at the top dose
#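 CellTiter-Glo luminescence gave cytotoxicity after 18 hours at 37 degrees C. The cells were HepG2 CAGA-GFP in 1% FBS DMEM, stimulated with 500 pg/mL TGF-beta after compound addition. %Activity was normalised to no-cell wells (complete cell-killing) and DMSO (no toxicity), and curves were fitted and classified.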
# A549 viability = kills or reduces viability of A549 cells in Nrf2 counter-screen. A549 ARE-Fluc cells, CellTiter-Fluor viability, 18-24 h. Potency, µM (highest dose often 46 µM), for inactives: at the top dose activity change, negative = cytotoxicity, usual class: inhibitors. 0.16% of 390,000 active. AID 504648; further: on the % scale 0 is the no-effect control and ±100 the full control effect
#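 Cytotoxicity counterscreen: CellTiter-Fluor fluorescence was measured in A549 ARE_Fluc cells after 18-24 h of compound exposure in a concentration series. The subsequent BugLite luminescent read reports ARE-luciferase activity.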
# TGFb SMAD3 inh = inhibitors of TGF-b signaling. HepG2 CAGA-GFP TGF-b/SMAD3 reporter, GFP fluorescence, 18 h; TGF-beta stimulated, 500 pg/mL final. Potency, µM (series often up to 46.1 µM), inactives show at the highest dose activity, negative = inhibition, most hits filed as inhibitors. 1.2% of 410,000 active. AID 588855; further: on the % scale 0 is the no-effect control and ±100 the full control effect; nearly all actives have a fitted effect of over 65% in size
#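 HEPG2 CAGA-GFP, 1000 cells/well; 2 h settle, 37 C; cpd via pin tool; TGF-b 500 pg/mL final; 18 h, 37 C; GFP imaging ex488/em500-530; %Activity normalised to -TGF-b and +DMSO controls; CRC fit, curve class.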
# Nrf2 ARE act = Nrf2 pathway activation; 0.31% of 410,000 active; Potency, µM (top dose mostly 46.1 µM), for the others: at the highest dose activation, actives largely listed as activators; AREc32 ARE-luciferase reporter (MCF7-derived line), luminescence, 24 h; further: % of control where 0% means no effect; nearly all actives have a fitted effect of over 65% in size
#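 Steps: seed AREc32_Fluc cells (1000/well, 5% FBS OPTI-MEM); incubate overnight at 37 deg C; add 23 nL compound; incubate 24 hr; add Steady-Glo; hold 30 min RT; read luminescence.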
# EPAC2 antag = EPAC2 (human) antagonism; EPAC2 GEF exchange of Rap1B-BODIPY-GDP, fluorescence; Q8WZA2; Potency, µM (series often up to 114 µM), for the others: at the highest dose activity, negative = inhibition, actives largely listed as inhibitors; 0.18% of 360,000 active; further: on the % scale 0 is the no-effect control and ±100 the full control effect; nearly all actives have a fitted effect of over 45% in size; many of its hits are not listed in these tables
# Target sequence (Q8WZA2 whole entry, looked up): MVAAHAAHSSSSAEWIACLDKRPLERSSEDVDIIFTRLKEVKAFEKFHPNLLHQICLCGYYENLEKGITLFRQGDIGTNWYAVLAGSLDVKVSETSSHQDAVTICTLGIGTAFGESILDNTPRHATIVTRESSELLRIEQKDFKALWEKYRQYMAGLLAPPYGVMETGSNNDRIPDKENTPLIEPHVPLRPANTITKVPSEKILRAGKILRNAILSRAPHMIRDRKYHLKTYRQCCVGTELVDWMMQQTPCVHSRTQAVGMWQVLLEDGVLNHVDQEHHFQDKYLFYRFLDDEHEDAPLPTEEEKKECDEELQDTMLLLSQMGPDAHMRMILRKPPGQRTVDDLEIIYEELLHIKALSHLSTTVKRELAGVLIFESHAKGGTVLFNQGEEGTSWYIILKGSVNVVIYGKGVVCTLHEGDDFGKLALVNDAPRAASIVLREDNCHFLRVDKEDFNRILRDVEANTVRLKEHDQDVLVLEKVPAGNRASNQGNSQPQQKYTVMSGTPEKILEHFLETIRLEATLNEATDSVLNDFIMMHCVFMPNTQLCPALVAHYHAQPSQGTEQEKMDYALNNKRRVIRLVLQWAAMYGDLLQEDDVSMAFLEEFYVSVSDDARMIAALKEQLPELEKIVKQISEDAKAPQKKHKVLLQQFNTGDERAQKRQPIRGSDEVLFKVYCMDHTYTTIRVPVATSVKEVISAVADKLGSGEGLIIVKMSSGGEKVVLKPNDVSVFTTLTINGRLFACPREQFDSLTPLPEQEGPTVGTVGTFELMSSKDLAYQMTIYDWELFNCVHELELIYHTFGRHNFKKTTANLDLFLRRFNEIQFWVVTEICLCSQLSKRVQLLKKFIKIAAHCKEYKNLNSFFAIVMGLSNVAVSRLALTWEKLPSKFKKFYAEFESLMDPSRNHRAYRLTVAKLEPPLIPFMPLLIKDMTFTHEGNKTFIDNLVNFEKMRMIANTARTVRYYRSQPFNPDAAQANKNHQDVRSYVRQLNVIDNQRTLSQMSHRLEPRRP
# S2 tox = viability counter-screen for ATXN expression inhibitors | AID 651635 | S2 cells (HEK-293 line with an ATXN2-luciferase reporter) viability, CellTiter-Fluor protease fluorescence, 24 h | Potency, µM (doses to about 56.7 µM), hits mostly cytotoxic | 0.49% of 400,000 active; further: nearly all actives have a fitted effect of over 40% in size
# ATXN2 expr inh = inhibitors of ATXN2 expression | AID 1745845 | Potency, µM (series often up to 57 µM), without a hit: top-dose activity change, negative = inhibition, hits mostly inhibitors | 0.72% of 360,000 active | HEK-293 ATXN2-luciferase reporter, luminescence, 24 h; further: on the % scale 0 is the no-effect control and ±100 the full control effect; nearly all actives have a fitted effect of over 55% in size
#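 qHTS (up to 57 uM final) was run with 24 h compound exposure of reporter cells at 37 °C. Each well was multiplexed: SteadyGlo luminescence measured ATXN2-luciferase expression after a fluorogenic Gly-Phe-AFC viability readout (25 uM final).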
# MCF10A rerep = induces DNA re-replication in MCF 10a normal breast cells. 2.9% of 350,000 active. Potency, µM (highest dose often 46.1 µM), for the others: at the top dose activity, positive = re-replication, usual class: activators. MCF 10A DNA re-replication, Hoechst nuclear intensity, 48 h; further: % of control where 0% means no effect; nearly all actives have a fitted effect of over 50% in size
# * = called active by the depositor; i = inactive; ? = inconclusive; . = no result given; & = joins results of further samples; [ ] = dose if it differs, or a comment. The call rests on the fitted dose curve; in most records, active means well fitted curve in the direction sought with a large enough effect; inconclusive means small, poorly fitted or top-dose-only effect, or another doubt; inactive means no such curve, though single readings can be large; an effect the other way counts as inactive or inconclusive. Potency means the concentration at half of the fitted maximal effect. This is a subset (hit frequency here may not be typical).
nr	molecule	Nrf2 inh	HepG2 tox	A549 viability	TGFb SMAD3 inh	Nrf2 ARE act	EPAC2 antag	S2 tox	ATXN2 expr inh	MCF10A rerep
1	Cc1ccc(S(=O)(=O)N(C)C)cc1NC(=O)c1sccc1Cl	?	-6.9%	-0.6%	3.1%	3.3%	2.5%	i	2.0%	0.0%
2	CN(CC(=O)Nc1cccc(F)c1)C(=O)C1(c2ccccc2)CC1	-3.8%	-60.9%	9.4%	-12.6%	0.5%	-1.2%	i	-15.5%	0.7%
3	Cc1ccc(C(O)P(=O)(OCc2ccccc2)c2ccc(N(C)C)cc2)cc1 (configuration not stated)	-10.6%	-27.9%	6.5%	-27.8%	-0.5%	-0.9%	i	-36.7%	-6.2%
4	CCOC(=O)N1CCN(C(=O)Nc2ccc(NC(=O)N3CCN(C(=O)OCC)CC3)cc2)CC1	1.2%	4.5%	1.1%	16.2%	0.1%	8.4%	i	-27.2%	11.9%
5	COc1cccc(NC(=O)CSc2nnc(-c3ccco3)c(-c3ccco3)n2)c1	-14.5%	-11.8%	-7.0%	-21.4%	?	-5.1%	i	-3.3%	-5.3%
6	COc1ccccc1CNC(=O)CN1C(=O)C(C)N(c2ccc(C)cc2)C1=O (configuration not stated)	-15.4%	-43.9%	-5.3%	-2.0%	0.7%	-5.3%	i	5.7%	6.2%
7	CC(NC(=O)CN(c1ccc(Cl)cc1)S(C)(=O)=O)c1ccccc1 (configuration not stated)	5.9%	14.4%	5.7%	-5.6%	0.6%	0.5%	i	-16.8%	-2.0%
8	O=C(NCCCN1CCCC1=O)c1ccc2c(c1)NC(=O)c1ccccc1S2	-19.8%	-16.1%	14.5%	0.5%	0.4%	-4.7%	i	-7.2%	-1.4%

# Complete entries from above. Screens in order: Nrf2 inh | HepG2 tox | A549 viability | TGFb SMAD3 inh | Nrf2 ARE act | EPAC2 antag | S2 tox | ATXN2 expr inh | MCF10A rerep
# O=C(NCCCN1CCCC1=O)c1ccc2c(c1)NC(=O)c1ccccc1S2 across the screens: -19.8% | -16.1% | 14.5% | 0.5% | 0.4% | -4.7% | i | -7.2% | -1.4%
# CN(CC(=O)Nc1cccc(F)c1)C(=O)C1(c2ccccc2)CC1 across the screens: -3.8% | -60.9% | 9.4% | -12.6% | 0.5% | -1.2% | i | -15.5% | 0.7%
# CC(NC(=O)CN(c1ccc(Cl)cc1)S(C)(=O)=O)c1ccccc1 (configuration not stated) across the screens: 5.9% | 14.4% | 5.7% | -5.6% | 0.6% | 0.5% | i | -16.8% | -2.0%
# COc1ccccc1CNC(=O)CN1C(=O)C(C)N(c2ccc(C)cc2)C1=O (configuration not stated) across the screens: -15.4% | -43.9% | -5.3% | -2.0% | 0.7% | -5.3% | i | 5.7% | 6.2%

# More compounds
nr	molecule	Nrf2 inh	HepG2 tox	A549 viability	TGFb SMAD3 inh	Nrf2 ARE act	EPAC2 antag	S2 tox	ATXN2 expr inh	MCF10A rerep
9	CCn1c(C)cc(/C=C2/NC(=O)N(CC(=O)Nc3cccc(C)c3)C2=O)c1C	-0.6%	0.3%	-14.3%	?	2.3%	0.1%	i	4.7%	1.1%
10	COc1ccc(N(CC(=O)Nc2ccc(S(=O)(=O)N3CCOCC3)cc2)S(C)(=O)=O)cc1OC	.	17.8%	.	1.1%	0.7%	6.3%	i	.	.
11	COC(C)(C)[C@]12CC(O)(c3ccccc3)ON1[C@H]1CCCCC1N2O (some centres not stated)	-0.6%	7.8%	-11.4%	13.9%	0.1%	1.0%	i	-7.4%	-2.6%
12	Cc1c(C(=O)OCC(=O)NCCN2C(=O)CSC2=O)oc2c1ccc1ccccc12	?	-12.5%	4.2%	?	0.7%	-13.6%	i	8.0%	?
13	COCCNC(=O)C1CCCN(c2ncccn2)C1 (configuration not stated)	14.2%	-27.8%	13.1%	-0.5%	0.3%	-3.8%	i	-4.2%	-1.3%
14	CCCCCNC(=O)C(C)NS(=O)(=O)c1ccc(OC)cc1 (configuration not stated)	.	-1.8%	17.5%	-3.1%	0.2%	12.2%	i	0.0%	-13.9%
15	COc1ccc(OC(=O)c2cccnc2)cc1	.	0.4%	2.7%	4.2%	0.0%	3.1%	i	-23.4%	9.8%
16	COc1ccc(NC(=O)C(NC(C)=O)C(=O)NCc2ccccc2)cc1 (configuration not stated)	.	9.0%	1.6%	-0.9%	-0.8%	10.8%	i	0.7%	-7.5%

# Entries above that contain two or more sulfur atoms:
nr	molecule	Nrf2 inh	HepG2 tox	A549 viability	TGFb SMAD3 inh	Nrf2 ARE act	EPAC2 antag	S2 tox	ATXN2 expr inh	MCF10A rerep
1	Cc1ccc(S(=O)(=O)N(C)C)cc1NC(=O)c1sccc1Cl	?	-6.9%	-0.6%	3.1%	3.3%	2.5%	i	2.0%	0.0%
10	COc1ccc(N(CC(=O)Nc2ccc(S(=O)(=O)N3CCOCC3)cc2)S(C)(=O)=O)cc1OC	.	17.8%	.	1.1%	0.7%	6.3%	i	.	.

# Further compounds.
nr	molecule	Nrf2 inh	HepG2 tox	A549 viability	TGFb SMAD3 inh	Nrf2 ARE act	EPAC2 antag	S2 tox	ATXN2 expr inh	MCF10A rerep
17	COc1ccc(C=CC(=O)C=CC=Cc2ccccc2)cc1	-4.5%	-19.3%	0.4%	-15.8%	?	-11.6%	i	-12.2%	?
18	Cc1ccc(NC(=S)Nc2ncccc2C)c(C)c1	?	-34.7%	-1.6%	-5.9%	2.6%	-1.1%	i	34.1%[activator]	-1.5%
19	OC[C@@H](O)[C@@H](O)[C@H](O)[C@@H](O)CO	-1.4%	-9.5%	2.7%	18.7%	0.3%	9.8%	i	-0.6%&2.2%	?
20	O=C(COc1ccc(Cl)c(Cl)c1)NN1C(=O)C2C(C1=O)C1C=CC2C12CC2 (configuration not stated)	-14.8%	4.5%	8.6%	2.1%	-0.9%	7.1%[57.1 µM]	i	.	21.9%
21	CCCC1c2ccsc2CCN1C(=S)NC (configuration not stated)	?	13.8%	4.3%	1.8%	-0.2%	-27.0%	i	7.7%	6.5%
22	CC(C)c1ccc(S(=O)(=O)Nc2ccc(N3CCOCC3)cc2)cc1	-1.4%	-36.6%	0.9%	-2.1%	2.5%	-20.1%	i	-0.3%	12.8%
23	CCOC(=O)c1cc(C#N)c(N2CCNCC2)nc1C(F)(F)F	0.5%	5.0%	1.4%	-2.6%	-0.3%	4.3%	i	-14.4%	1.4%
24	COc1cccc(OCc2nn3c(=O)c(-c4ccccc4)nnc3s2)c1	9.6%	-8.1%	12.0%	-2.5%	0.1%	-3.9%	i	-5.5%	8.6%
25	Cc1ccc2c(CSc3nnc(C4CC4)n3N)cc(=O)oc2c1	1.0%	-3.0%	-1.4%	0.6%	0.0%	10.5%	i	14.6%	-3.2%
26	CC(C)(C)c1ccc(-c2nc(SCC(=O)Nc3ccccc3F)n3[nH]c(=O)cc3n2)cc1	10.2%	-23.9%	-3.8%	-21.3%	6.2%	.	i	-3.5%	.
27	CC(C)OCCCNC(=O)CN1CCN(Cc2ccc(Cl)cc2)C1=O	-4.1%	1.4%	9.0%	0.0%	-0.7%	15.3%	i	-19.3%	-3.2%
28	CC1CCN(C(=O)C2CCC(C)(C(=O)O)C2(C)C)CC1 (configuration not stated)	-1.1%	-17.6%	-3.8%	-2.9%	2.6%	-3.1%	i	-3.7%	-6.0%
29	Cc1sc2nc(C(C)C)nc(SCC(=O)NCc3ccco3)c2c1C	?	-24.9%	-9.5%	?	3.2%	-7.4%	i	-1.9%	?
30	Cc1ccccc1CNC(=O)C(=O)NCC(c1ccco1)S(=O)(=O)c1ccc(F)cc1 (configuration not stated)	.	-17.9%	19.9%	0.1%	2.0%	.	.	.	.
31	COc1cc(Br)cc(C(=O)N2CCc3ccccc32)c1OC	.	-17.1%	.	-16.3%	-0.4%	35.5µM*	i	.	.
32	CCOC(=O)N1CCN(C(=O)CN(c2ccc(Cl)c(C(F)(F)F)c2)S(C)(=O)=O)CC1	-21.9%	-4.0%	1.2%	?	0.3%	-3.1%	i	0.3%	17.9%
33	CCOc1ccc(-c2cn(-c3ccc(OC)cc3)c(SCC(=O)Nc3ccccc3Cl)n2)cc1	.	1.1%	-3.3%	-22.0%	-1.0%	.	i	3.5%	.
34	Cc1cccn2c(=O)c(/C=C(\C#N)C(N)=O)c(N3CCCCCC3)nc12	2.3%	-26.6%	-12.4%	-28.3%	6.2%	-19.3%	i	2.7%	-9.9%
35	O=C(COc1ccccc1)NC(NC(=S)Nc1ccccc1O)C(Cl)(Cl)Cl (configuration not stated)	-11.9%	-37.1%	-2.5%	-27.4%	0.2%	-3.3%	?	-9.2%	?
36	COc1ccc(C(=O)NNC(=O)c2cccc3ccccc23)cc1	7.2%	-11.9%	-4.5%	0.0%	0.0%	-3.2%	i	48.6%[activator]	-0.9%
37	CCC(=O)N(c1nnc(SC(C)C(=O)Nc2ccc(N3CCOCC3)cc2)s1)C1CC1 (configuration not stated)	.	-1.8%	.	5.0%	0.3%	5.7%	i	.	.
38	O=C(Cn1nnc(-c2ccc(Cl)cc2)n1)NC1CC2CCC1C2 (configuration not stated)	-29.1%	-1.3%	-2.2%	-7.6%	-0.7%	8.2%	i	4.2%	21.4%
39	CCOc1cc(N2CCOCC2)c(OCC)cc1NC(=O)CN1C(=O)NC(C)(c2ccc(OC)cc2)C1=O (configuration not stated)	-7.1%	-1.3%	-0.5%	3.7%	-0.6%	3.3%	i	-6.5%	-4.6%
40	CCOc1ccc(-n2c(C)nc3cc(C(=O)NC4CCCC4)ccc32)cc1	.	-28.9%	-0.1%	9.8%	0.2%	.	i	-14.8%	.
41	O=C(Cn1cccc1C(=O)c1ccccc1)NCCc1ccc(Cl)cc1	-0.9%	-3.0%	-0.7%	9.9%	-0.3%	5.4%	i	-4.4%	16.6%
42	C/C(=N\NC(=O)c1nnn(-c2nonc2N)c1C(C)C)c1cc(C)sc1C	-2.9%	-19.9%	1.2%	?	0.1%	-23.5%	i	-17.5%	1.5%
43	C=CCSc1ncc(C(=O)OCC)c(N)n1	?	-5.3%	7.8%	-0.8%	6.1%	-1.4%	i	38.8%	0.7%
44	O=C(COC(=O)COc1ccc(Br)cc1)NCc1ccccc1	4.0%	-2.9%	-1.6%	3.2%	-0.1%	1.8%	i	-1.9%	-1.0%

# Screening data (PubChem BioAssay)
